Screening data deposited in PubChem BioAssay by National Center for Advancing Translational Sciences (NCATS).
CCT chaperon mod: changes cytosolic chaperonin activity | 360,000 compounds, 0.3% hits | activity change, % (no concentration beside the values), hits read low | AID 651819 | purified chaperonin ATPase assay, HTRF ADP detection, 30 min; in the data active means activity change below about -30%; further: on the % scale 0 is the no-effect control and ±100 the full control effect
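We incubate TRiC, 40 or 20 nM final, with library compounds at 76 uM and 10 uM ATP for 30 min at 37 °C. ADP formed is detected with Transcreener HTRF reagents after 30 min at room temperature.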
HepG2 tox: kills HepG2 cells in TGF-b inhibitor counter-screen; HepG2 CAGA-GFP viability, ATP luminescence, 18 h; Potency, µM (series often up to 46.1 µM), for inactives: at the highest dose activity change, negative = cytotoxicity, actives largely listed as cytotoxic; 410,000 compounds, 0.76% hits; AID 588856; further: potency means the concentration at half of the fitted maximal effect; some results filed as inactive show a strong effect at the top dose
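CellTiter-Glo luminescence gave cytotoxicity after 18 hours at 37 degrees C. The cells were HepG2 CAGA-GFP in 1% FBS DMEM, stimulated with 500 pg/mL TGF-beta after compound addition. %Activity was normalised to no-cell wells (complete cell-killing) and DMSO (no toxicity), and curves were fitted and classified.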
Mm-Cpn inhibitor: M. maripaludis TRiC chaperonin inhibition | purified Mm-Cpn ATPase, ADP Transcreener TR-FRET | Potency, µM (series often up to 76.9 µM), for inactives: top-dose activity, negative = inhibition, actives largely listed as inhibitors | 330,000 compounds, 0.031% hits | AID 504842; further: potency means the concentration at half of the fitted maximal effect; on the % scale 0 is the no-effect control and ±100 the full control effect; nearly all actives have a fitted effect of over 80% in size
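TR-FRET (320 nm excitation; 590 and 665 nm emission) reports ADP made from 10 uM ATP by 25 nM enzyme; compounds were preincubated 10 min, reaction run 30 min, both at 37°C.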
Nrf2 activator: activates Nrf2 signaling | 410,000 compounds, 0.31% hits | AREc32 ARE-luciferase reporter (MCF7-derived line), luminescence, 24 h | Potency, µM (highest dose often 46.1 µM), for the others: at the highest dose activation, actives largely listed as activators | AID 624171; further: potency means the concentration at half of the fitted maximal effect; % of control where 0% means no effect; nearly all actives have a fitted effect of over 65% in size
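Nrf2 activation is followed as ARE-luciferase induction in the AREc32 line after one day of compound treatment; luminescence is read with Steady-Glo.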
Abeta yeast res: compounds reversing amyloid beta toxicity in yeast; yeast expressing A-beta42, growth rescue, OD600, 48 h; response scale: 0% DMSO, 100% iron-clioquinol control; Potency, µM (highest dose often 46.1 µM), inactives show at the highest dose growth rescue, hits mostly activators; 410,000 compounds, 0.063% hits; AID 1347071; further: potency means the concentration at half of the fitted maximal effect; nearly all actives have a fitted effect of over 55% in size
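Yeast growth medium received pinned compounds, then yeast cells expressing toxic A-beta were added; plates incubated at 30 C for 48 hr. Growth read as absorbance at 600 nm, normalized to DMSO and equimolar FeCl3 plus clioquinol controls.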
TGFb inhibitor: TGF-b pathway inhibition; HepG2 CAGA-GFP TGF-b/SMAD3 reporter, GFP fluorescence, 18 h; TGF-beta stimulated, 500 pg/mL final; Potency, µM (top dose mostly 46.1 µM), without a hit: top-dose activity, negative = inhibition, usual class: inhibitors; 410,000 compounds, 1.2% hits; further: potency means the concentration at half of the fitted maximal effect; on the % scale 0 is the no-effect control and ±100 the full control effect; nearly all actives have a fitted effect of over 65% in size
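Per well, imaged GFP fluorescence of HEPG2 CAGA-GFP cells gives the signal; cells get compound, then TGF-beta (500 pg/mL final), 18 h at 37 degrees C; %Activity versus -TGF-beta and +DMSO controls.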
Nrf2 inh: Nrf2 pathway inhibition. AID 504444. A549 ARE-Fluc reporter, luciferase luminescence, 18-24 h. Potency, µM (highest dose often 46 µM), inactives show top-dose activity change, negative = inhibition, actives largely listed as inhibitors. 360,000 compounds, 2.1% hits; further: potency means the concentration at half of the fitted maximal effect; on the % scale 0 is the no-effect control and ±100 the full control effect; nearly all actives have a fitted effect of over 60% in size
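Nrf2 function is reported as luminescence of an ARE-controlled luciferase in A549 cells. Compounds were tested at several concentrations, and a CellTiter-Fluor read on the same wells flagged cytotoxicity.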
pAkt inh: Akt phosphorylation inhibition | activity change, % for hits at 50 µM | 360,000 compounds, 0.32% hits | Neuro2A IGF-stimulated pAkt S473 HTRF, 20 min; hits give low values | AID 651550; in the data active means activity change below about -80%; inconclusive means mostly about -51% to -80%; further: on the % scale 0 is the no-effect control and ±100 the full control effect
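Single-point screen (50 µM final compound) in Neuro2A cells stimulated 20 min with 6 nM IGF at 37 deg C. After lysis, Ser473-phosphorylated Akt read by HTRF (ex 330 nm, em 615/665 nm) as the 665/615 ratio.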
A549 tox: kills or reduces viability of A549 cells in Nrf2 counter-screen; A549 ARE-Fluc cells, CellTiter-Fluor viability, 18-24 h; Potency, µM (top dose mostly 46 µM), for inactives: top-dose activity change, negative = cytotoxicity, usual class: inhibitors; 390,000 compounds, 0.16% hits; further: potency means the concentration at half of the fitted maximal effect; on the % scale 0 is the no-effect control and ±100 the full control effect
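A549 ARE_Fluc cells in 5% FBS OPTI-MEM were exposed to compounds in concentration-response for 18-24 h at 37 deg C. Viability was read by CellTiter-Fluor fluorescence (Ex 405/Em 525) after 30 min, before the luciferase read.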
Active calls of the source: *; i = inactive; ? = inconclusive; . = no result given; [ ] = remark or other dose. Unless noted, the call rests on the fitted dose curve; in most records, active means well fitted curve in the direction sought with a large enough effect; inconclusive means small, poorly fitted or top-dose-only effect, or another doubt; inactive means no such curve, though single readings can be large; an effect the other way counts as inactive or inconclusive.

Screens in order: CCT chaperon mod	HepG2 tox	Mm-Cpn inhibitor	Nrf2 activator	Abeta yeast res	TGFb inhibitor	Nrf2 inh	pAkt inh	A549 tox
Cc1cc(C)n2nc(SCc3ncc(-c4ccccc4)o3)nc2n1
    -7.8	-32%	1%	-0.2%	8%	-14%	-14%	i	0%
O=C(NNC(=S)NC(=O)c1ccc(Br)cc1)c1cccc([N+](=O)[O-])c1
    -4.8	-21%	0%	-0.9%	-12%	?	-15%	i	-2%
Cc1nn2c(NCCN(C)C)c3c(nc2c1-c1ccccc1)CCCC3
    -1.3	-68%	0%	9.6%	1%	11µM*	-15%	i	-19%
CC(C)(CNC(=O)c1ccc([N+](=O)[O-])c(Cl)c1)CNC(=O)c1ccc([N+](=O)[O-])c(Cl)c1
    -2.1	-32%	0%	?	0%	?	.	i	-5%
CCN1CCc2nc(NC(=O)c3ccc4c(c3)OCCO4)sc2C1
    0.4	-21%	-3%	2.7%	2%	-8%	?	i	.
NC(=O)c1ccc(NS(=O)(=O)c2ccc(Br)s2)cc1
    1.8	9%	-1%	0.3%	-16%	4%	3%	i	-12%
CC(=O)c1ccc(NC(=O)CCCN2C(=O)/C(=C/C(C)=C/c3ccccc3)SC2=S)cc1
    -0.9	7%	4%	-0.7%	10%	-25%	-15%	i	-17%
Cc1ccc(C(=O)COC(=O)c2n[nH]c(=O)c3ccccc23)cc1
    -2.8	-27%	2%	-0.4%	13%	7%	.	i	3%
CCC(C)(C)NC(=O)C(c1ccncc1)N(C(=O)c1sc(C)nc1C)c1ccc(F)cc1 (centres undefined)
    1.2	13%	1%	-1.1%	4%	1%	6%	i	0%
NC(=O)CSc1nc2ccccc2nc1SCC(N)=O
    0.1	-14%	1%	2.6%	0%	0%	5%	i	4%
CC1CC(c2ccccc2)n2nc(NC(=O)CCc3ccccc3)nc2N1 (centres undefined)
    -3.0	-19%	0%	-1.0%	-4%	5%	.	i	10%
Cc1oc(S(=O)(=O)N2CCOCC2)cc1C(=O)Nc1ccc(F)cc1
    0.4	-62%	1%	0.3%	10%	-5%	?	i	-3%
Cn1c(CNC(=O)C(Cc2ccccc2)NC(=O)c2ccccc2)cc(=O)n(C)c1=O (centres undefined)
    3.2	-3%	0%	0.1%	6%	-3%	1%	i	2%
COc1cc(/C=N/n2cnnc2)ccc1OCC(=O)N1CCOCC1
    0.1	4%	-3%	0.3%	-4%	0%	?	i	-1%
CC(C)(C)c1ccc(C(=O)N2CCCN(c3ccc([N+](=O)[O-])cn3)CC2)cc1
    -1.5	-25%	0%	5.1%	-17%	?	?	i	-12%
COc1ccc(S(=O)(=O)N(C)C)cc1NC(=O)C1CCN(c2ncnc3sc(C)c(C)c23)CC1
    -3.0	-25%	.	6.3%	6%	-17%	12µM*	i	?
CC(C)CC(=O)NC(=S)Nc1nc(-c2cccc3ccccc23)cs1
    -7.0	-13%	-10%	4.0%	?	?	26µM*	i	?
CCN1CCCC1CNC(=O)CCNC(=O)c1cc(OC)c(OC)c(OC)c1 (centres undefined)
    -0.6	0%	2%	-0.2%	-2%	2%	3%	i	-3%
O=C(CSc1nc2ccccc2n1Cc1ccccc1)N1CCN(c2ccc(F)cc2)CC1
    .	2%	.	-1.1%	-14%	-4%	-32%	.	2%
COc1ccccc1C(=O)Nc1nnc([C@@H]2C[C@H](O)[C@@H](CO)O2)s1
    -0.5	-6%	.	-0.4%	1%	27%	.	.	.
COc1ccc2c(c1)c1c(c(=O)n(-c3ccc(F)c(Cl)c3)c(=O)n1Cc1ccccc1F)n2C
    .	-9%	.	-0.4%	0%	0%	0%	.	-11%
COc1ccc(-c2sc3ccc(N4CCOCC4)cc3c2C#CCCO)cc1
    -2.2	-41%	-19%	3.9%	0%	?	5%	i	1%
O=C(N/N=C/c1ccccc1O)NC12CC3CC(CC(C3)C1)C2
    3.0	-128%	3%	10%	-2%	11µM*	-17%	i	0%
Cc1nnc2sc(-c3ccc(-c4ccc(Cl)c(C(F)(F)F)c4)o3)nn12
    -1.9	-8%	-1%	3.0%	5%	6%	-15%	i	-10%
Nc1nc(SCCO)[nH]c(=O)c1NC(=O)c1ccc(Br)o1
    -1.2	7%	0%	-0.1%	-17%	13%	4%	i	8%
COC(=O)c1sccc1NC(=O)CC1C(=O)NCCN1C(=O)Nc1ccccc1 (centres undefined)
    -2.9	7%	1%	18%	-6%	12%	0%	i	-1%
Cc1ccc[n+](C(C)C(=O)c2ccc(Cl)cc2)c1 (centres undefined)
    -3.4	-13%	0%	-0.4%	-11%	-11%	-3%	i	-1%
CC(Nc1nc(=S)nc(Nc2ccc(F)cc2)[nH]1)c1ccccc1 (centres undefined)
    -1.8	-2%	0%	0.8%	0%	15%	-5%	i	-2%
O=C(Cn1cc([N+](=O)[O-])cn1)NCC1CCCO1 (centres undefined)
    -0.3	-3%	3%	0.0%	6%	-8%	7%	i	3%
O=C(COC(=O)CNC(=O)c1ccc(F)cc1)Nc1cccc(S(=O)(=O)N2CCCC2)c1
    -1.2	-13%	1%	0.2%	-3%	?	4%	i	5%
CC(C)(C)c1ccc(S(=O)(=O)N2CCN(CC(O)COCC3CCCO3)CC2)cc1 (centres undefined)
    -5.1	-22%	-6%	-0.1%	-12%	-15%	-9%	i	1%
O=C(OCC#CCSc1nnc(-c2ccccc2)o1)c1cccs1
    0.3	-2%	-3%	0.6%	-2%	1%	.	i	0%
COc1ccc(/C=C/C(=O)Nc2ccc3nc4c(c(Nc5ccc(OC)c(OC)c5)c3c2)CCCC4)cc1
    .	5µM*	.	-3.3%	-5%	4.5µM*	9%[9.27 µM]	.	?
COc1ccc(-n2nc(C(=O)NCC(=O)NC3CCCC(C)C3C)c3ccccc3c2=O)cc1 (centres undefined)
    -1.1	-12%	-1%	-0.7%	2%	-6%	?	i	?
Cc1ccc(CNC(=O)Cc2c(C)c3c(cc(C)c4c(C)coc43)oc2=O)cc1
    .	-8%	.	1.9%	-17%	-5%	9%	.	2%
Cc1ccc2nc(SCC(=O)NCc3ccco3)nc(=O)n2c1
    -4.0	-48%	-9%	-0.4%	-16%	-4%	12%	i	-2%
O=C(NCc1cccs1)C(=O)c1cn(CC(=O)N2CCOCC2)c2ccccc12
    0.1	-1%	4%	0.2%	2%	0%	6%	i	1%
CCc1nn(C(CC)C(=O)NCCCc2ccccc2)c(=O)c2cc3occc3n12 (centres undefined)
    0.0	0%	2%	0.2%	-1%	-6%	-28%	i	2%
CC1=C(C(=O)Nc2cccnc2)C(c2cccc(F)c2)n2nc(SCc3ccccc3)nc2N1 (centres undefined)
    .	-2%	.	-1.7%	-11%	6%	0%[9.27 µM]	.	2%
Cc1nc(-c2ccc(S(=O)(=O)N3CCN(C(c4ccccc4)c4ccccc4)CC3)s2)cs1
    0.9	13%	-14%	-1.6%	7%	4%	3%	i	8%
Cc1cccc(S(=O)(=O)NC(=O)C2(C)CCN2C(=O)C2(c3ccc(Cl)cc3)CCC2)c1 (centres undefined)
    -0.1	5%	.	-0.2%[9.22 µM]	2%	2%	.	i	.
COC(=O)C1=C(O)/C(=C/c2ccc(OCC(=O)Nc3ccc(OC)cc3)cc2)N=C1C
    -0.1	11%	.	-1.3%	0%	-4%	.	i	.
CC(C)(C)N(NS(=O)(=O)c1ccc(F)cc1)c1ccccc1
    -4.3	-1%	0%	0.2%	-4%	-2%	11%	i	4%
CCCCc1ccc(NC(=O)COc2cccc3c(=O)n(C)ccc23)cc1
    .	-51%	.	-0.9%	-3%	8.9µM*	.	.	-13%
Cc1ccc(/C=N/NC(=O)c2cccc(S(=O)(=O)N3CCOCC3)c2)o1
    0.7	3%	-3%	0.6%	9%	-3%	-26%	i	3%
O=C(Cc1ccccc1F)NC1CCSc2ccccc21 (centres undefined)
    -4.7	-9%	1%	-0.3%	-1%	-4%	2%	i	13%
COc1cc([N+](=O)[O-])ccc1NC(=O)NCc1ccco1
    -2.2	5%	-4%	9.8%	1%	13%	-26%	i	-4%
COc1ccc(/C=N\NC(=O)CCc2c(C)n[nH]c2C)c(OC)c1OC
    -0.3	3%	-3%	2.2%	-3%	3%	?	i	0%
O=C(Nc1ccccc1Cl)C(=O)c1cn(CC(=O)N2CCOCC2)c2ccccc12
    -5.7	-16%	4%	6.1%	.	17%	-4%	i	-2%
COC(=O)c1cccc(NC(=O)NC2CCCN2S(=O)(=O)c2ccc(Cl)cc2)c1 (centres undefined)
    -2.9	-3%	0%	-1.3%	-5%	8%	-3%	i	-2%
CC(C)Cc1cc(C(=O)Nc2sc3c(c2C#N)CCC3)no1
    -4.1	-23%	0%	-0.2%	1%	0%	?	i	1%

3 structures already listed, ordered by number of heavy atoms, lowest first:
Screens in order: CCT chaperon mod	HepG2 tox	Mm-Cpn inhibitor	Nrf2 activator	Abeta yeast res	TGFb inhibitor	Nrf2 inh	pAkt inh	A549 tox
O=C(Cc1ccccc1F)NC1CCSc2ccccc21 (centres undefined)
    -4.7	-9%	1%	-0.3%	-1%	-4%	2%	i	13%
O=C(Nc1ccccc1Cl)C(=O)c1cn(CC(=O)N2CCOCC2)c2ccccc12
    -5.7	-16%	4%	6.1%	.	17%	-4%	i	-2%
Cc1nc(-c2ccc(S(=O)(=O)N3CCN(C(c4ccccc4)c4ccccc4)CC3)s2)cs1
    0.9	13%	-14%	-1.6%	7%	4%	3%	i	8%
